Source: PubChem BioAssay
Diaph act CS: diaphorase activation or chemical reduction counter-screen; Diaphorase/resazurin coupled assay, resorufin fluorescence, 16 min; hits give high values; 1 = vehicle wells, 0 = NADH-free wells; activation factor at 20 µM; 0.005% of 190,000 active; AID 1229;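 active means diaphorase activity raised at least twofold by the compound at 20 µM; inactive means activation factor below 2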
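Test system: Clostridium kluyveri diaphorase, purified enzyme. Buffer or medium: 50 mM HEPES pH 7.4 buffer plus MgCl2 and Tween 20. Also added: 0.114 mM NADH and 0.1 mM resazurin, final amounts. Dosing: compound 20 µM once, DMSO 1%. Schedule: 16 min enzyme reaction, ambient temperature. Detection: fluorescence of resorufin, 544 nm excitation, 590 nm emission.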
STAT1 act: STAT1 signaling activation; activation (% of control), % at 5.5 µM; 2.6% of 200,000 active; AID 932; NIH 3T3 STAT1-luciferase reporter, IFN-gamma, luminescence; 100% = IFN-gamma alone, no compound;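 active means activation above the screen-wide mean activation plus 3 SD, cut at about 130% in these data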;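 further: raw ratio to IFN-gamma control signal so 100% means no change and 0% no light; values of inactives mirror those of a sister screen read the other way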
APP 5UTR inh: APP translation inhibition. AID 1285. 0.82% of 190,000 active. SH-SY5Y APP 5'UTR-luciferase reporter, luminescence. inhibition, % at 2 µM;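 active means inhibition above a set limit, derived from the sample mean plus 3 SD, cut at about 45% in these data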; further: values of inactives mirror those of a sister screen read the other way
G6PDH counter: inhibits Leuconostoc G6PDH, flagging false hits in G6PDH-based assays; 0.12% of 200,000 active; Purified L. mesenteroides G6PDH, diaphorase/resazurin coupled fluorescence, 45 min; inhibition, % at 5 µM; in the data active means inhibition above about 50%
TLR4-MyD88 BLA: TLR4-MyD88 interaction inhibition in cells | 0.18% of 200,000 active | HeLa CL3-4 TLR4/MyD88 BLA complementation, FRET ratio | inhibition, % at 8.4 µM | O00206+Q99836; in the data active means inhibition above about 25%;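 further: 0% = vehicle and 100% = reference inhibitor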
Target sequence (O00206 whole entry, looked up): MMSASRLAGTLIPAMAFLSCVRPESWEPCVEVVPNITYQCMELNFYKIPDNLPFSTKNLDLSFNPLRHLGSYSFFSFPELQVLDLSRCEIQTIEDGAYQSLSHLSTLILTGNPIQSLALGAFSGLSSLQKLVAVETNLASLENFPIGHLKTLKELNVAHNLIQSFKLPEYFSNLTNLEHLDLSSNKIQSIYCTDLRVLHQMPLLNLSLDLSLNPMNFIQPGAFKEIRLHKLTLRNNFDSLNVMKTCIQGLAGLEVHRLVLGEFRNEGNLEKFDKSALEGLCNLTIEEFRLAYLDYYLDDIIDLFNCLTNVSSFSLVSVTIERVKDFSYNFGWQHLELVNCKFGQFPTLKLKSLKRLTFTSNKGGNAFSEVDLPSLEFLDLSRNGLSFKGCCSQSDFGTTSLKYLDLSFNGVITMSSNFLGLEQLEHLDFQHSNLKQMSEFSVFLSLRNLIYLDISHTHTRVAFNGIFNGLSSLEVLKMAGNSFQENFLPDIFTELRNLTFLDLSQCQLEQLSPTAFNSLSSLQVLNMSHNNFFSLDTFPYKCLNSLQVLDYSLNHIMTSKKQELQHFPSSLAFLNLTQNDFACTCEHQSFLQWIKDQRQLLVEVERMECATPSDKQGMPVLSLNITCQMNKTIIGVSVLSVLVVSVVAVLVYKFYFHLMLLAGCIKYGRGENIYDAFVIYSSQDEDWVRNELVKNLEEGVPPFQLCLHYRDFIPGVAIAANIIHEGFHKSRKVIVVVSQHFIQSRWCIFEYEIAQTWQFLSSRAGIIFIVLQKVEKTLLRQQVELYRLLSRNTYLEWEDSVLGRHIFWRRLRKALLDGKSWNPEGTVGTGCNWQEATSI
Target sequence (Q99836 whole entry, looked up): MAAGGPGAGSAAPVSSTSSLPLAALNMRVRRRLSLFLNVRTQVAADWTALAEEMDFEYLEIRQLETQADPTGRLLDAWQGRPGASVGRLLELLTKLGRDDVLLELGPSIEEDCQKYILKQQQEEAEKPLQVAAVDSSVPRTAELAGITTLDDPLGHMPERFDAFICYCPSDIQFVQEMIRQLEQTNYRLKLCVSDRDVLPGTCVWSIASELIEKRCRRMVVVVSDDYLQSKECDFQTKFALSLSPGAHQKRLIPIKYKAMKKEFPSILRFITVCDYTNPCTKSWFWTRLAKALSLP
Diaphorase inh: inhibits diaphorase or chemically oxidizes, flagging diaphorase assay artifacts; AID 1217; 0.69% of 190,000 active; inhibition, % at 20 µM; diaphorase resazurin-to-resorufin fluorescence, NADH, 16 min; bacterial (C. kluyveri) enzyme, not human;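 active means primary screen inhibition at 20 µM above a set limit, cut at about 50% in these data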;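 further: plate controls were DMSO with full reaction for no effect and wells lacking NADH for full effect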
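System: Diaphorase enzyme from Clostridium kluyveri | Amount: Enzyme working solution with 0.14 U/mL diaphorase | Benchmarks: No-NADH positive control and DMSO neutral control | Signal: Fluorescence of resorufin formed from resazurin, Ex 544/Em 590 nm | Schedule: 16-min room-temperature incubation before reading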
STAT3 inh: STAT3 signaling inhibition. U3A cells, IL-6 STAT3-luciferase reporter, luminescence; host cell line lacks STAT1. inhibition, % at 5.5 µM. 0.89% of 190,000 active. AID 862;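 active means inhibition above the mean inhibition across all screened compounds plus 3 SD, cut at about 44% in these data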;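 further: 0% = DMSO only wells and 100% = 100 µM nifuroxazide control wells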
STAT1 inh: inhibitors of IFN-gamma induced STAT1 signaling; AID 920; inhibition, % at 5.5 µM; 0.35% of 200,000 active; NIH 3T3 STAT1-luciferase reporter, luminescence;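 active means inhibition above a set limit, the mean inhibition across all tested compounds plus 3 SD, cut at about 34% in these data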;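 further: 0% = IFN-gamma with DMSO and 100% = IFN-gamma with 300 µM nifuroxazide; values of inactives mirror those of a sister screen read the other way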
STAT3 activator: activators of IL-6 induced STAT3 signaling. U3A cells, IL-6 STAT3-luciferase reporter, luminescence; 100% = signal with IL-6 EC80 alone. activation (% of control), % at 5.6 µM. 0.91% of 190,000 active. AID 871;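 active means activation above the screen-wide mean of compound activation plus 3 SD, cut at about 130% in these data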;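 further: 0% = background luminescence of wells with medium and substrate only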
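system = STAT3-luciferase reporter U3A cells | reagent = IL-6 stimulus at 33 ng/mL final | timing = 1 h compound pre-exposure, 6 h IL-6 stimulation, 37 °C | measured by = luminescence | evaluation = % activation versus median of IL-6-stimulated wells | control set = IL-6-only wells as 100% reference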
Hsp70 act: switches on Hsp70 transcription | HeLa Hsp70 promoter luciferase reporter, luminescence; scaled: vehicle 0, proteasome-inhibitor control 100% | activation, % at 10 µM | 0.04% of 200,000 active | AID 1203;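 active means activation above the mean across all tested compounds plus 3 SD, cutoff set per campaign, cut at about 5.5% in these data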;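 further: 100% = MG132 at 30 µM as the positive control and 0% = DMSO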
Starred values were filed as active, the others as inactive; . = not tested or not shown.

SMILES | Diaph act CS | STAT1 act | APP 5UTR inh | G6PDH counter | TLR4-MyD88 BLA | Diaphorase inh | STAT3 inh | STAT1 inh | STAT3 activator | Hsp70 act
CC(=O)c1c(C)[nH]c(C(=O)CSc2nc3ccc(C)cc3[nH]2)c1C | 0.8 | 95 | 10 | -45 | 3 | 23 | 21 | 6 | 84 | 0.0
Cc1onc(-c2c(F)cccc2Cl)c1C(=O)NNC(=O)C1CCN(Cc2cccc(F)c2)CC1 | 1.3 | 90 | -18 | 7 | 7 | -27 | 7 | 9 | 95 | -0.4
Cc1nc2c(-c3ccccc3)c(C)[nH]n2c(=O)c1Cl | 0.9 | 94 | -2 | 0 | 4 | 13 | 7 | 7 | 96 | 0.2
Cc1cccc(NC(=O)c2ccc([N+](=O)[O-])cc2Cl)n1 | 0.9 | 100 | -2 | 5 | 18 | 10 | 0 | 0 | 101 | 0.1
CNNC(=O)C(C)NC(=O)c1ccc(Br)cc1 (configuration not stated) | 0.9 | 111 | -8 | -2 | -6 | 12 | 6 | -12 | 100 | -0.4
CC(C)OC(=O)c1c2c(n3ccccc13)C(=O)c1ccccc1C2=O | 0.6 | 97 | 5 | -14 | -11 | 35 | -14 | 4 | 118 | 0.1
CNC(=O)c1nc(C)n(-c2ccc(Cl)cc2Cl)n1 | 0.9 | 98 | 16 | -8 | -9 | 6 | -5 | -1 | 105 | -0.1
COC(=O)Cn1c2ccc(C)cc2c2nc(C)sc21 | 1 | 96 | -10 | 9 | -10 | 3 | -4 | 5 | 108 | -0.1
OCCCc1nc2ccccc2[nH]1 | 0.9 | 96 | -5 | 0 | -5 | 8 | 15 | 2 | 92 | -0.4
O=C(CSc1nnc(C2COc3ccccc3O2)o1)Nc1nccs1 (configuration not stated) | 1 | 101 | 6 | -11 | -1 | 2 | 0 | 0 | 100 | -0.1
CC(C)CCNC(=O)C1(c2cccs2)CCOCC1 | 0.9 | 102 | -16 | 0 | -4 | 5 | -3 | -2 | 106 | 0.1
O=C(/C=C/c1ccccc1)Nc1ccc2c(c1)OCCO2 | . | 60 | -152 | 11 | 10 | . | 79* | 42* | 35 | -0.5
N#C/C(=C\c1coc2ccccc2c1=O)C(N)=S | 0.8 | 99 | -8 | -8 | -4 | 20 | 4 | 1 | 101 | -0.1
COc1ccccc1N(CC(=O)Nc1ccccc1C(=O)NC(C)C)S(C)(=O)=O | 1 | 92 | 3 | 1 | 3 | 2 | -6 | 9 | 106 | 0.2
O=C(C(Sc1ccccc1)c1ccc(Br)cc1)N1CCOCC1 (configuration not stated) | 0.9 | 96 | -4 | -4 | -32 | 12 | 30 | 4 | 78 | -0.3
CC(C)C(=O)NC(c1ccc([N+](=O)[O-])cc1)c1c(O)ccc2ccccc12 (configuration not stated) | 0.6 | 94 | -1 | 8 | -2 | 36 | 5 | 7 | 105 | -0.5
C(#Cc1ccccc1)CN1CCN(c2ccccn2)CC1 | 0.9 | 98 | 0 | 3 | 3 | 6 | 15 | 2 | 94 | -0.5
CC(C)NC(=O)COC(=O)c1cc(=O)[nH]c2ccccc12 | 0.9 | 97 | 10 | 13 | -4 | 10 | 2 | 4 | 100 | 0.0
Cc1ccc(N=Cc2cc(C)n(C3CCCC3)c2C)cc1 | 0.9 | 104 | -2 | 6 | 20 | 6 | 6 | -5 | 97 | -0.1
CCOC(=O)Nc1ccc2c(c1)nc(CN1CCCCC1)n2C | 0.9 | 103 | 3 | 4 | 10 | 13 | 14 | -5 | 95 | 0.0
CC(C)CC(NC(=O)C(CC(C)C)NC(=O)OC(C)(C)C)C(N)=O (configuration not stated) | 1.1 | 106 | 10 | 9 | -2 | -8 | 5 | -2 | 98 | -0.3
CCCN(Cc1ccc(N(CC)CC)cc1)CC1CC1 | 0.9 | 112 | -8 | 10 | -4 | 10 | 3 | -13 | 101 | 0.3
O=C(c1cc2nc(-c3cccs3)cc(C(F)(F)Cl)n2n1)N1CCCc2ccccc21 | 0.6 | 99 | 0 | 5 | 6 | 40 | 16 | 1 | 92 | -0.7
Cc1ccc(NC(=S)N/N=C2/CCCc3c(C)cc(C)cc32)cc1 | 1 | 95 | . | 9 | -4 | 3 | 1 | 5 | 98 | -0.4
CCOC(=O)NC(=O)C(=CNc1ccc(C)cc1)C(=O)NC(=O)OCC | 0.8 | 89 | -22 | -5 | 5 | 20 | -6 | 12 | 110 | -0.1
COc1ccc(/C=N/n2c(=S)n(C)c3ccccc32)cc1OC | 0.7 | 74 | -3 | 1 | -2 | 32 | 16 | 16 | 86 | 0.1
COC(=O)c1c(N)sc2c1CC(C)(C)OC2 | 0.8 | 104 | 7 | -2 | 5 | 16 | 17 | -5 | 95 | 0.3
Nc1nc2ccc(Oc3ccccc3)cc2s1 | 0.9 | 116 | -80 | 5 | 2 | 14 | -3 | -18 | 107 | 0.2
COc1ccc(N(CC(=O)Nc2ccc(F)cc2)S(=O)(=O)c2ccccc2[N+](=O)[O-])c(OC)c1 | . | 97 | -23 | 10 | 2 | . | -10 | 3 | 114 | -0.3
COc1cccc(CN2C(=O)CCC2(C)C(=O)NC2CCCCCC2)c1 (configuration not stated) | 0.9 | 97 | -6 | -6 | -2 | 11 | 0 | 3 | 101 | 0.1
C=CCOC(=O)c1c(C)nc2cc3c(cc2c1C)OCO3 | 0.7 | 122 | -14 | 0 | 6 | 25 | 13 | -24 | 90 | -0.3
O=C(c1sc2cc([N+](=O)[O-])ccc2c1Cl)N1CCOCC1 | 0.9 | 93 | 12 | 9 | -2 | 7 | 4 | 8 | 99 | -0.4
COc1cc(Cl)c(S(=O)(=O)n2cnc(C)c2)cc1Cl | 1 | 102 | -12 | 0 | 9 | 5 | -1 | -2 | 103 | -0.2
Cc1sc2nc(SCC(=O)N3CCCCC3)[nH]c(=O)c2c1C | 0.8 | 106 | 8 | -1 | -3 | 24 | -4 | -7 | 106 | -0.4
CC(C)C1C(=O)NC(=S)N1S(=O)(=O)c1ccc(C(C)(C)C)cc1 (configuration not stated) | 0.9 | 101 | 12 | -2 | 1 | 12 | 6 | -1 | 101 | -0.2
O=S(=O)(NC(=NC1CCCC1)C(F)(F)F)c1ccccc1 | 0.9 | 98 | -4 | 6 | -25 | 11 | -3 | 3 | 106 | 0.1
Nc1nonc1-c1nc2ccccc2n1CC(=O)NC1CCCC1 | 0.9 | 100 | 4 | 4 | 3 | 5 | 12 | 1 | 95 | -0.2
Cc1ccc(N2C(=S)NC3c4ccccc4OC2(C)C3C(=O)N(C)C)cc1 (configuration not stated) | 1.2 | 98 | 1 | 9 | -6 | -21 | -14 | 0 | 113 | -0.3
CCOC(=O)CCCCC(=O)c1[nH]c(=O)[nH]c1Cn1cnc2ccccc21 | 0.9 | 99 | -9 | -3 | -8 | 12 | 6 | 1 | 98 | 0.1
COC(=O)c1cc(C(=O)Nc2nnc(CC(C)(C)C)s2)cc([N+](=O)[O-])c1 | 0.9 | 93 | -29 | -9 | 4 | 7 | 6 | 8 | 98 | -0.4
Cc1ccc2[nH]c(C)c(CCNC(=O)C3CCCCC3C(=O)OCC(F)(F)F)c2c1 (configuration not stated) | 1 | 94 | 4 | -13 | 6 | 0 | -3 | 6 | 101 | 0.0
N/C(Cn1nnc(-c2ccccc2)n1)=N\O | 0.9 | 102 | 2 | -21 | 10 | 9 | 3 | -2 | 101 | -0.3
O=C(CS(=O)c1ccccc1[N+](=O)[O-])Oc1ccc(Br)cc1 (configuration not stated) | 0.9 | 81 | -10 | 8 | -5 | 13 | 7 | 20 | 105 | 0.0
COc1ccc2cc3cc(C(=O)Nc4cc(OC)c(OC)c(OC)c4)oc3nc2c1 | 1 | 100 | 5 | 4 | 13 | 2 | 46* | 0 | 64 | -0.3
NC(=O)[C@@H]1CCOc2c(I)cc([N+](=O)[O-])cc2C(=O)N[C@@H](CO)C(=O)NCC(=O)N1 | 0.9 | 102 | -7 | 9 | -5 | 15 | -4 | -2 | 101 | 0.1
COC(=O)CSc1ccc(C#N)c(SCC(=O)OC)c1 | 1.1 | 106 | -6 | 2 | -10 | -8 | 8 | -6 | 97 | -0.4
CCn1c(SCC(=O)Nc2nnc(C)s2)nnc1-c1ccco1 | 0.9 | 100 | 15 | -10 | 4 | 10 | 0 | 0 | 101 | -0.2
Cc1ccc(C)c(Oc2coc3cc(OC(=O)c4cccs4)ccc3c2=O)c1 | . | 99 | -7 | . | 3 | . | 9 | 4 | 100 | 2.2
COc1ccc(-n2nc([N+](=O)[O-])c(=NCc3cccnc3)n2O)cc1 | 0.9 | 149* | -48 | 10 | -11 | 11 | -6 | -55 | 103 | -0.1
O=C1COc2ccc(C(=O)c3ccccc3C(=O)NCc3ccccc3)cc2N1 | 0.8 | 102 | . | 1 | 4 | 20 | 21 | -2 | 87 | -0.2
CN1CCN(C(=O)c2ccccc2NC(=O)c2cccs2)CC1 | 0.9 | 98 | 8 | 4 | -2 | 8 | 10 | 2 | 96 | -0.4
CCOC(=O)C1=C(N)Oc2cc(C)oc(=O)c2C1c1cccnc1 (configuration not stated) | 0.8 | 97 | 5 | 2 | -1 | 25 | 5 | 3 | 98 | 0.5
O=C(NCc1cccs1)c1cnc(Cl)c(Cl)c1 | 1.2 | 106 | -5 | 6 | 7 | -25 | 11 | -7 | 95 | -0.3
O=C(N/N=C/c1ccc([N+](=O)[O-])o1)c1cc2c(ccc3ccccc32)o1 | 0.8 | 106 | -16 | 8 | 1 | 17 | 17 | -7 | 88 | 0.1
COC(=O)c1ccc(COc2ccccc2[N+](=O)[O-])o1 | 0.9 | 115 | -33 | 9 | -7 | 12 | 1 | -17 | 102 | -0.2
CN(C)c1ccnc(Nc2ccc(O)cc2)c1C#N | 1 | 96 | -10 | 3 | -11 | 5 | 11 | 4 | 98 | 0.0
CCOC(=O)C1=C(Nc2ccccc2)OCC1=O | 0.9 | 106 | -10 | 11 | 2 | 10 | 7 | -6 | 98 | 0.7

One compound at a time, as listed above:
`O=C(NCc1cccs1)c1cnc(Cl)c(Cl)c1` reads Diaph act CS = 1.2; STAT1 act = 106; APP 5UTR inh = -5; G6PDH counter = 6; TLR4-MyD88 BLA = 7; Diaphorase inh = -25; STAT3 inh = 11; STAT1 inh = -7; STAT3 activator = 95; Hsp70 act = -0.3
`O=C(N/N=C/c1ccc([N+](=O)[O-])o1)c1cc2c(ccc3ccccc32)o1` reads Diaph act CS = 0.8; STAT1 act = 106; APP 5UTR inh = -16; G6PDH counter = 8; TLR4-MyD88 BLA = 1; Diaphorase inh = 17; STAT3 inh = 17; STAT1 inh = -7; STAT3 activator = 88; Hsp70 act = 0.1
